Yp Topo-I inh: blocks Yersinia pestis topoisomerase I activity. 0.064% of 360,000 active. Y. pestis Topo-I cleavage product accumulation, plate reader. activity, % at 10 µM; in the data active = activity above about 50%, passing the limit was not always enough; inconclusive = no clear call, values can overlap the other calls; note: inactives centre near 2
BH1578 lux ind: inducers of Vibrio cholerae quorum light production without autoinducers. V. cholerae BH1578 lux reporter, luminescence, 6 h. activation, % at 18.7 µM. 0.16% of 350,000 active. AID 588436; in the data active = activation mostly above about 9.7%, no sharp cut-off; inconclusive = no clear call, values can overlap the other calls; inactive = mostly below about 3.7%; note: not every result past the cut was called active; inactives centre near 0; reference of the scale not given here
SARS 3CLpro inh: SARS-CoV 3CLpro protease inhibition | recombinant SARS-CoV 3CLpro, quenched FRET peptide cleavage | inhibition, % at 6 µM | 0.14% of 290,000 active | AID 1706; in the data active = inhibition above about 12%
TcdB GH inh: inhibitors of Clostridioides difficile toxin B glycohydrolase; 0.24% of 350,000 active; TcdB glycohydrolase enzymatic assay, plate reader; P18177; inhibition, % at 9.99 µM; in the data active = inhibition above about 10%
DUSP3 inh: DUSP3 (human) phosphatase inhibition; inhibition, % at 13.3 µM; 0.52% of 290,000 active; AID 1654; recombinant VHR phosphatase, pNPP absorbance; in the data active = inhibition above about 50%; note: some compounds called inactive have numbers as strong as hits
Target sequence (P51452 whole entry, looked up): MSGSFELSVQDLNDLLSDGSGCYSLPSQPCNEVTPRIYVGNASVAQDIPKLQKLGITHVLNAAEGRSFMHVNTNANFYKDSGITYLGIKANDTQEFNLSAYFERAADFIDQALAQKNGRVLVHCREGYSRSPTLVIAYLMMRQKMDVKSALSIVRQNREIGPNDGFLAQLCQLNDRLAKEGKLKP
Rv3671c inh: inhibits the M. tuberculosis serine protease Rv3671c; P9WHR9; inhibition, % at 5.96 µM; 0.048% of 320,000 active; in the data active = inhibition above about 38%;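 note: extracellular domain of Rv3671c used as enzyme; 0% = enzyme with DMSO and 100% = no enzyme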
Target sequence (P9WHR9 whole entry, looked up, the tested form may be a part): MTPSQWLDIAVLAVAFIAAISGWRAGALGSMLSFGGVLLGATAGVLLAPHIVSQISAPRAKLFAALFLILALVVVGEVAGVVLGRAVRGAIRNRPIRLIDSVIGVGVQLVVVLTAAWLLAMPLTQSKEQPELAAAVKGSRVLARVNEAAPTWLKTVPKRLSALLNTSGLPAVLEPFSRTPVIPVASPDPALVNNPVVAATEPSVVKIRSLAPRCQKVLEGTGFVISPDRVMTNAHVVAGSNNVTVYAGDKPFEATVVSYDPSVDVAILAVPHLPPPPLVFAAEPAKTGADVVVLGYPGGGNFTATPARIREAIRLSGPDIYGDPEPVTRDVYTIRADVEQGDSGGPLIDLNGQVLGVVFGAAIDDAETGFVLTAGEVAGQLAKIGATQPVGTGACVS
PriA SSB inh: blocks PriA binding to SSB C-terminal tail | AlphaScreen SSBct-PriA binding, biotinylated peptide | inhibition, % at 33 µM | 0.6% of 430,000 active; in the data active = inhibition mostly above about 37%, no sharp cut-off; inactive = mostly below about 20%;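 note: plate controls were negative control peptide for no effect and reference peptide for full effect; strong numbers were not always called active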
Anthrax LF prot: anthrax lethal factor protease inhibition; inhibition, % at 10 µM; 0.12% of 360,000 active; AID 588501; multiplex microsphere protease cleavage assay, LF; P15917; in the data active = inhibition above about 30%; inconclusive = no clear call, values can overlap the other calls; note: plate controls were buffer without enzyme for full effect and enzyme alone for no effect
MazF activator: activators of E. coli MazEF toxin-antitoxin RNase | P0AE70 | FAM/BHQ RNA-DNA oligo cleavage fluorescence, 5 h | activation, % at 20 µM | 0.32% of 350,000 active | AID 504720; in the data active = activation above about 50%
Target sequence (P0AE70 whole entry, looked up): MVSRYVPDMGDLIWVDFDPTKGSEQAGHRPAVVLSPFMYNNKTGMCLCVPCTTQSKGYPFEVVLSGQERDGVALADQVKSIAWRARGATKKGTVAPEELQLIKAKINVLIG
PfHsp40 yeast: compounds rescuing yeast from Plasmodium falciparum HSP40 toxicity; S. cerevisiae expressing PfHsp40, growth rescue, ATP luminescence; growth rescue, % at 12.5 µM; 0.68% of 340,000 active; AID 504582; in the data active = growth rescue above about 28%, passing the limit was not always enough; inconclusive = no clear call, values can overlap the other calls;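 note: yeast W303a lacking pdr1 and pdr3 grown in galactose medium; growth measured after three days at 30 °C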
* marks the source's active call; other numbers are inactive results; i = inactive; u = inconclusive; x = not tested or not shown.

no.	SMILES	Yp Topo-I inh	BH1578 lux ind	SARS 3CLpro inh	TcdB GH inh	DUSP3 inh	Rv3671c inh	PriA SSB inh	Anthrax LF prot	MazF activator	PfHsp40 yeast
1	O=C(N/N=C/c1ccc(O)c([N+](=O)[O-])c1)c1ccncc1	8	i	5	0.4	2	5	x	-6	6	-0.1
2	CCCCc1[nH]c(=O)c(C#N)c2c1CSC(C)(C)C2	1	0.6	-1	x	22	-4	-9	-4	-2	-0.9
3	Cc1cc(C)c(C(=O)COC(=O)[C@H](C)Nc2ccc(C(F)(F)F)cc2[N+](=O)[O-])c(C)c1	-3	i	1	x	24	-1	-1	-1	0	0.9
4	COC(=O)c1cnc(Nc2cc(C)ccc2OC)c2ccccc12	-2	i	4	-2.3	6	0	-57	3	9	-0.5
5	Cc1noc(C)c1C(=O)NNc1ccc(C(C)C)cc1	-2	i	2	-1.7	-15	6	-13	x	10	-0.1
6	Cc1ccc(OS(=O)(=O)c2c(C)nn(C)c2Cl)c(C)c1	3	-0.2	-8	2.7	14	-7	-27	-6	-6	-1.3
7	CC(C)(C)NS(=O)(=O)c1ccc(CCC(=O)Nc2ccc3c(c2)OCCO3)cc1	-6	-0.2	3	x	51*	-12	-17	-2	1	1.0
8	Oc1cccnc1CN1CCOCC1	8	1.6	x	0.3	x	x	-16	-4	3	0.0
9	CCCCNc1ncnc2c1cnn2-c1ccc(Cl)cc1	-2	0.9	0	2.9	-9	-6	-6	5	6	-0.2
10	CCC(=O)Nc1ccc(N2CCN(Cc3ccccc3)CC2)cc1	5	-0.4	2	x	14	10	-12	x	-6	-0.5
11	O=C(Nc1ccc2nc(-c3cccs3)c(-c3cccs3)nc2c1)N1CCOCC1	-1	-0.5	3	x	5	-18	-10	41*	-4	0.4
12	O=C(N/N=C/c1ccc([N+](=O)[O-])o1)c1cn(-c2ccccc2)nc1-c1ccc(F)cc1	x	x	4	-0.7	8	2	x	x	6	x
13	COC(=O)C(C)Sc1nc2c(c(=O)n1-c1ccccc1)SCC2 (stereo unspecified)	1	-0.2	2	x	-21	4	-4	-5	3	0.2
14	COc1cc2nc(N3CCN(C(=O)OCc4ccccc4)[C@H](C(=O)NC(C)(C)C)C3)nc(N)c2cc1OC	4	i	x	2.4	x	2	9	-14	27	-1.2
15	CC1CC(C)(C)CC2(C1)NC(=O)N(CC(=O)Nc1c(F)cccc1F)C2=O (stereo unspecified)	2	-0.2	x	1.9	x	-3	-12	1	8	-1.4
16	CCOc1ccc(NC(=O)CN(C)C(=O)CSC(C)C(=O)Nc2cc(C)on2)cc1OCC (stereo unspecified)	5	i	-2	2.0	19	-15	12	-1	-4	-1.0
17	COc1ccc(C(=O)Nc2nc(-c3ccc([N+](=O)[O-])cc3)c(-c3ccccc3)s2)cc1	-1	2.8	7	x	x	-6	1	31*	-5	0.4
18	COc1cccc(CN(C)CC(=O)Nc2c(C)cccc2C(C)C)c1	15	-0.4	6	1.1	1	-4	-10	4	0	-0.8
19	COc1ccc(-c2nn(-c3ccccc3)cc2C(=O)Nc2nc(CC(C)=O)ns2)cc1	3	-4.7	1	x	15	-98	-4	-8	-3	-1.6
20	NNC(=O)c1cc(C23CC4CC(CC(C4)C2)C3)[nH]n1	-9	i	0	-9.3	-5	-11	0	-6	10	-0.9
21	COc1cccc(/C=N/NC(=O)CNC(=O)c2cccs2)c1O	-1	-0.1	0	-7.0	-9	0	x	-8	1	0.5
22	COc1nc(NCCN2CCOCC2)nc(Nc2ccccc2)n1	3	0.7	8	x	12	-2	-9	-2	2	-2.4
23	Cc1ccc(S(C)(=O)=O)cc1C(=O)NC(C)C1CC2CCC1C2 (stereo unspecified)	3	-0.2	3	-0.1	2	-2	-6	-1	14	-0.2
24	COc1ccc(-c2csc(NC(CO)c3nc4ccccc4n3Cc3ccc(C)cc3)n2)cc1 (stereo unspecified)	12	i	x	0.6	x	5	13	0	-4	-0.8
25	CN(C(=O)c1ccco1)c1ccccc1C(=O)O	4	0.8	2	-1.8	-11	-7	-6	x	8	1.5
26	CC(C)C(c1nnnn1C(C)(C)C)N1CCC(Cc2ccccc2)CC1 (stereo unspecified)	46	-0.3	0	2.2	-3	1	-6	u	-21	0.8
27	COc1ccc(C(=O)CC(C#N)c2ccc3c(c2)OCO3)cc1OC (stereo unspecified)	0	i	x	-0.3	x	x	x	0	1	x
28	O=C(CNC(=O)c1ccccc1F)OCc1csc(-c2ccccc2)n1	1	-0.4	-1	0.7	10	-10	-15	1	-2	-1.7
29	Cc1cc(=O)n2[nH]c(N)c(N=Nc3ccccc3)c2n1	-4	-2.4	2	x	-2	3	5	1	-7	1.4
30	Cc1cc(C)c2sc(C)[n+](CCCS(=O)(=O)[O-])c2c1	1	i	0	-1.6	48	2	-10	-8	-4	0.7
31	O=C(COC(=O)COc1ccccc1[N+](=O)[O-])Nc1cccc(Br)c1	-1	-0.2	4	x	13	-18	-4	0	3	-0.3
32	O=C1NC(=S)CN1c1ccccc1	-2	-0.4	-2	0.3	21	5	-7	-8	9	2.5
33	CN1CCN(C(=O)CCC(=O)O)CC1	-7	i	-3	0.7	17	-9	-3	-1	8	0.1
34	Cc1c(C(=O)O)sc(S(=O)(=O)N2CCN(C(=O)Cc3ccc(F)cc3)CC2)c1C(=O)O	9	0.7	x	3.4	x	-6	10	0	-7	0.6
35	CCC(C)N1CCN(S(=O)(=O)c2ccc(NC(C)=O)cc2)CC1 (stereo unspecified)	-2	-0.1	4	-0.2	8	6	-5	3	-6	-0.6
36	Cc1nc(C)c(C(=O)C2=C(O)C(=O)N(CCCn3ccnc3)C2c2ccccc2)s1 (stereo unspecified)	-1	5.3	-4	x	13	x	-11	2	8	-0.6
37	O=c1[nH]cc(S(=O)(=O)N2CCN(c3cccc(Cl)c3)CC2)c(=O)[nH]1	9	-0.3	x	0.9	x	-1	2	-2	8	-1.2
38	O=C(CN1C(=O)c2cccc([N+](=O)[O-])c2C1=O)NNC(=O)c1ccc(F)cc1	1	-0.4	x	0.5	x	-3	-4	2	-1	-1.1
39	CCOC(=O)C1=C(N)N2C(=O)C(C)SC2=C(C(=O)OCC)C1c1cc(OC)c(OC)c(OC)c1 (stereo unspecified)	19	-0.2	0	0.4	-15	-3	-5	4	2	1.9
40	CN(C)S(=O)(=O)n1cc(/C=C(\NC(=O)c2ccccc2Cl)C(=O)N2CCCC2)c2ccccc21	23	-2.6	7	2.2	-26	3	-7	-2	6	-0.3

11 entries from above in a different format:
Results follow in this order: Yp Topo-I inh | BH1578 lux ind | SARS 3CLpro inh | TcdB GH inh | DUSP3 inh | Rv3671c inh | PriA SSB inh | Anthrax LF prot | MazF activator | PfHsp40 yeast
[30] Cc1cc(C)c2sc(C)[n+](CCCS(=O)(=O)[O-])c2c1
  1 | i | 0 | -1.6 | 48 | 2 | -10 | -8 | -4 | 0.7
[31] O=C(COC(=O)COc1ccccc1[N+](=O)[O-])Nc1cccc(Br)c1
  -1 | -0.2 | 4 | x | 13 | -18 | -4 | 0 | 3 | -0.3
[32] O=C1NC(=S)CN1c1ccccc1
  -2 | -0.4 | -2 | 0.3 | 21 | 5 | -7 | -8 | 9 | 2.5
[33] CN1CCN(C(=O)CCC(=O)O)CC1
  -7 | i | -3 | 0.7 | 17 | -9 | -3 | -1 | 8 | 0.1
[34] Cc1c(C(=O)O)sc(S(=O)(=O)N2CCN(C(=O)Cc3ccc(F)cc3)CC2)c1C(=O)O
  9 | 0.7 | x | 3.4 | x | -6 | 10 | 0 | -7 | 0.6
[35] CCC(C)N1CCN(S(=O)(=O)c2ccc(NC(C)=O)cc2)CC1 (stereo unspecified)
  -2 | -0.1 | 4 | -0.2 | 8 | 6 | -5 | 3 | -6 | -0.6
[36] Cc1nc(C)c(C(=O)C2=C(O)C(=O)N(CCCn3ccnc3)C2c2ccccc2)s1 (stereo unspecified)
  -1 | 5.3 | -4 | x | 13 | x | -11 | 2 | 8 | -0.6
[37] O=c1[nH]cc(S(=O)(=O)N2CCN(c3cccc(Cl)c3)CC2)c(=O)[nH]1
  9 | -0.3 | x | 0.9 | x | -1 | 2 | -2 | 8 | -1.2
[38] O=C(CN1C(=O)c2cccc([N+](=O)[O-])c2C1=O)NNC(=O)c1ccc(F)cc1
  1 | -0.4 | x | 0.5 | x | -3 | -4 | 2 | -1 | -1.1
[39] CCOC(=O)C1=C(N)N2C(=O)C(C)SC2=C(C(=O)OCC)C1c1cc(OC)c(OC)c(OC)c1 (stereo unspecified)
  19 | -0.2 | 0 | 0.4 | -15 | -3 | -5 | 4 | 2 | 1.9
[40] CN(C)S(=O)(=O)n1cc(/C=C(\NC(=O)c2ccccc2Cl)C(=O)N2CCCC2)c2ccccc21
  23 | -2.6 | 7 | 2.2 | -26 | 3 | -7 | -2 | 6 | -0.3

(further entries)
no.	SMILES	Yp Topo-I inh	BH1578 lux ind	SARS 3CLpro inh	TcdB GH inh	DUSP3 inh	Rv3671c inh	PriA SSB inh	Anthrax LF prot	MazF activator	PfHsp40 yeast
41	COc1ccccc1OCCNC(=O)/C=C/c1ccc([N+](=O)[O-])cc1	-1	-2.1	-3	x	37	-6	-2	-2	2	-1.1
42	Cc1ccc2oc(C(=O)Nc3nnc(CC(C)C)s3)c(C)c2c1	13	i	4	-1.3	22	-5	5	-5	-4	-1.4
43	CCN(CC(O)Cn1c2ccccc2c2ccccc21)S(=O)(=O)c1ccc(C)cc1 (stereo unspecified)	18	i	7	x	-2	-25	-32	2	-5	9.9
44	Cc1ccc(S(=O)(=O)CC(=O)Nc2cccc(C)n2)cc1	3	-4.5	-3	0.1	3	2	2	0	3	-0.3
45	COC(=O)C(=O)/C=C(\O)c1ccc(C)cc1	-3	-4.1	9	x	17	8	x	-1	-2	0.3
46	Cc1c(C(=O)NCCNc2ncc(C(F)(F)F)cc2Cl)cccc1[N+](=O)[O-]	7	3.3	2	1.0	-40	3	0	2	3	1.9
47	Cc1ccc(CN2CC(C(=O)Nc3cccc(S(=O)(=O)N4CCCCC4)c3)CC2=O)cc1 (stereo unspecified)	1	-0.2	-1	x	-4	10	6	-3	4	0.1
48	COc1cc(NS(=O)(=O)c2ccc(-n3cccn3)cc2)cc(OC)c1	6	i	x	x	x	x	x	-4	9	x
49	O=C(NCC(c1ccc(F)cc1)N1CCOCC1)c1cccnc1Sc1ccccc1Cl (stereo unspecified)	-10	0.6	x	1.2	x	0	-7	2	0	-1.3
50	Cc1ccc(NC(=O)CSc2nc3c(c(=O)[nH]2)CCC3)cc1C	11	-0.2	6	0.9	19	-4	-4	-2	4	-0.8
51	CCCn1c(SCC(=O)Nc2cccc(C)n2)nnc1-c1ccco1	-4	-0.2	-8	x	32	-2	-8	-2	-9	1.1
52	COc1ccc(S(=O)(=O)n2cnc3ccccc32)c(C)c1	25	i	5	0.7	10	3	-7	1	0	0.3
53	COc1ccc2nc(NC3=NCCC3)sc2c1	7	-5.6	5	x	29	-1	-10	-2	-11	-0.7
54	CC(C)(C)NC(=O)COC(=O)c1c2c(nc3ccccc13)CCC2	-2	-0.6	0	1.2	-41	-3	-11	5	7	0.2

Entries 50 through 51, quoted:
no.	SMILES	Yp Topo-I inh	BH1578 lux ind	SARS 3CLpro inh	TcdB GH inh	DUSP3 inh	Rv3671c inh	PriA SSB inh	Anthrax LF prot	MazF activator	PfHsp40 yeast
50	Cc1ccc(NC(=O)CSc2nc3c(c(=O)[nH]2)CCC3)cc1C	11	-0.2	6	0.9	19	-4	-4	-2	4	-0.8
51	CCCn1c(SCC(=O)Nc2cccc(C)n2)nnc1-c1ccco1	-4	-0.2	-8	x	32	-2	-8	-2	-9	1.1

Bioassay records from PubChem BioAssay.

This is a subset; rates above refer to the full screens.
